From PubChem BioAssay
HEK293 tox = cytotoxicity counter-screen for GLP-1 receptor inverse agonists | hit rate 0.13% among 410,000 | HEK293 cAMP-luciferase reporter cells, luminescence, 24 h | Potency, µM (doses to about 38.3 µM), for the others: at the highest dose activity change, negative = inhibition, usual class: inhibitors;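 also: loss of luciferase light is scored as toxicity; potency is read from the fitted curve at half-maximal effect; % is scaled to controls: 0 for no effect and ±100 for the full control effect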
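MLSMR compounds, 24 hr on cells at 37 deg C/5% CO2; luminescence after luciferase reagent (12 min RT). Inhibition counted as the undesired cytotoxic outcome.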
PTHR1 ag = agonists of human PTHR1 parathyroid hormone receptor | HEK293 GP2 PTHR1 cells, GloSensor cAMP luminescence, 1 h | Potency, µM (highest dose often 115 µM), for inactives: at the top dose activation, hits mostly activators | hit rate 0.075% among 410,000 | AID 743266 | Q03431; also: potency is read from the fitted curve at half-maximal effect; nearly all actives have a fitted effect of over 55% in size; some results filed as inactive show a strong effect at the top dose; inactives centre near -15; many of its hits are not listed in these tables
Target sequence (Q03431 whole entry, looked up): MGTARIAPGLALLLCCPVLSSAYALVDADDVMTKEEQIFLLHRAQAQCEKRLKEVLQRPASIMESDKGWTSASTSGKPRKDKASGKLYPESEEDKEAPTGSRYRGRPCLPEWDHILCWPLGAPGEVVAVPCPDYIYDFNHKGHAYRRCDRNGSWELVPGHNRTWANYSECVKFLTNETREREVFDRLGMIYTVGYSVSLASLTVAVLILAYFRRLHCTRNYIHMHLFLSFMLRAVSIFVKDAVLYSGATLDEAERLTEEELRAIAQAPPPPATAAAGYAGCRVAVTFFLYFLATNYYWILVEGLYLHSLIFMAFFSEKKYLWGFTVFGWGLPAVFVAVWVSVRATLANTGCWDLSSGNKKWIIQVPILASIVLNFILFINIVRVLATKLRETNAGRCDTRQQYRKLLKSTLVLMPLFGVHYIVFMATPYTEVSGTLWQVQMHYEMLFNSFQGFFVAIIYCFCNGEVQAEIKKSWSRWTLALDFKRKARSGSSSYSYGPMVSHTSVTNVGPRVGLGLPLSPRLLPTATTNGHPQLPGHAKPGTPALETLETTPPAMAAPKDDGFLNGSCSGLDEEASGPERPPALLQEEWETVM
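HEK-293-derived GP2 cells expressing PTHR1 and a GloSensor cAMP reporter, 3,000/well, plated overnight, given luciferin plus IBMX (each 0.5 mM as added) for 1 h at 37 °C, then compound for 1 h at 37 °C. Luminescence was read after 15 min at room temperature.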
FUS suppressor = suppressors of FUS proteinopathy in yeast. Potency, µM (highest dose often 76.6 µM), inactives show top-dose growth rescue (activation), most hits filed as activators. S. cerevisiae FUS-expressing, growth rescue, OD600, 24 h. hit rate 0.24% among 390,000;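 also: potency is read from the fitted curve at half-maximal effect; plate controls were DMSO vehicle for no effect and reference control for full effect; nearly all actives have a fitted effect of over 55% in size; some results filed as inactive show a strong effect at the top dose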
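Yeast FUS proteinopathy model; galactose-induced FUS (2%), starting OD 0.005. Cpds in dilution series, 24hr, 30C, 99% humidity. Abs 600 nm growth. Pos ctrl CP55940 (top 92uM final); neg ctrl DMSO.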
TDP43 rescue = inhibitors of TDP-43 toxicity in yeast. TDP-43 expressing yeast growth rescue, BacTiter-Glo, 24 h. Potency, µM (highest dose often 46.1 µM), without a hit: at the top dose growth rescue (activation), hits mostly activators. hit rate 1.8% among 410,000. AID 652104; also: potency is read from the fitted curve at half-maximal effect; % of control where 0% means no effect; nearly all actives have a fitted effect of over 50% in size
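Yeast expressing TDP-43 (pregrown in raffinose, seeded at OD600=0.02 in galactose medium) exposed to compounds 24 hr at 30 deg C. Growth read by BacTiter-Glo luminescence; rescue of toxicity appears as increased signal.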
Akt phos inh = inhibitors of Akt phosphorylation; hit rate 0.32% among 360,000; activity change, % for hits at 50 µM; Neuro2A IGF-stimulated pAkt S473 HTRF, 20 min; hits give low values; AID 651550; in the data active = activity change below about -80%; inconclusive = mostly about -51% to -80%; also: % is scaled to controls: 0 for no effect and ±100 for the full control effect
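Single-point screen (50 µM final compound) in Neuro2A cells stimulated 20 min with 6 nM IGF at 37 deg C. After lysis, Ser473-phosphorylated Akt read by HTRF (ex 330 nm, em 615/665 nm) as the 665/615 ratio.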
Mm-Cpn inhibitor = blocks the Methanococcus maripaludis chaperonin Mm-Cpn. purified Mm-Cpn ATPase, ADP Transcreener TR-FRET. Potency, µM (series often up to 76.9 µM), for inactives: top-dose activity, negative = inhibition, most hits filed as inhibitors. hit rate 0.031% among 330,000. AID 504842; also: potency is read from the fitted curve at half-maximal effect; % is scaled to controls: 0 for no effect and ±100 for the full control effect; nearly all actives have a fitted effect of over 80% in size
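25 nM Mm-CPN + cpd, 10 min 37°C; + 10 uM ATP, 30 min 37°C; buffer 30 mM Tris pH 7.4, 100 mM KCl, 5 mM MgCl2, 1 mM DTT; Transcreener ADP HTRF detection 30 min RT.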
aSyn rescue = rescues yeast growth from alpha-synuclein toxicity | Yeast expressing alpha-synuclein, growth rescue, BacTiter-Glo, 24 h | Potency, µM (titrated, usually from 46.1 µM), inactives show top-dose growth rescue (activation), usual class: activators | hit rate 0.14% among 370,000 | AID 652106; also: potency is read from the fitted curve at half-maximal effect; % of control where 0% means no effect; nearly all actives have a fitted effect of over 65% in size
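Rescue of yeast growth: cells expressing toxic alpha-synuclein, induced in galactose at OD600 0.02, incubated with compound 24 h at 30 C. ATP luminescence quantified growth; inhibitors of toxicity appear as activators.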
GLP-1R inv ag = inverse agonists of human GLP-1 receptor | P43220 | HEK293 GLP-1R CRE-luciferase, luminescence, 24 h; GLP-1R form is constitutively active | Potency, µM (top dose mostly 38.3 µM), inactives show at the top dose activity change, negative = inhibition, usual class: inhibitors | hit rate 1.6% among 410,000 | AID 624417; also: potency is read from the fitted curve at half-maximal effect; % is scaled to controls: 0 for no effect and ±100 for the full control effect; nearly all actives have a fitted effect of over 55% in size
Target sequence (P43220 whole entry, looked up): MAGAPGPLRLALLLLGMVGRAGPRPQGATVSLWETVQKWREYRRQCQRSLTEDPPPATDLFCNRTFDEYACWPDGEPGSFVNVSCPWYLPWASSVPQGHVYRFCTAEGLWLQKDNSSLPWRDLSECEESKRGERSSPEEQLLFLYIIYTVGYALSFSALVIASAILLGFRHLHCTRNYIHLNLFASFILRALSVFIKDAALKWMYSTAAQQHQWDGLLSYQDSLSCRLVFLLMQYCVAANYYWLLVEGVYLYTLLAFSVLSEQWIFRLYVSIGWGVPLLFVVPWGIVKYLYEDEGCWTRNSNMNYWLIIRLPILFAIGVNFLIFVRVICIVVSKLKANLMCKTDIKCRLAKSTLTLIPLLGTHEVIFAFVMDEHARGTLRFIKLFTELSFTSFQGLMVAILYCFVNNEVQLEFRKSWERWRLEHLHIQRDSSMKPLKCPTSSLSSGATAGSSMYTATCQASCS
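Luminescence readout: a drop in cAMP-driven luciferase signal flags inverse agonism at a constitutively active GLP-1R stably expressed in HEK293. Compound exposure lasted 24 hr at 37 deg C, 5% CO2.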
Abeta yeast res = restores growth of yeast expressing A-beta42 peptide | yeast expressing A-beta42, growth rescue, OD600, 48 h; response scale: 0% DMSO, 100% iron-clioquinol control | Potency, µM (series often up to 46.1 µM), for the others: top-dose growth rescue, hits mostly activators | hit rate 0.063% among 410,000 | AID 1347071; also: potency is read from the fitted curve at half-maximal effect; nearly all actives have a fitted effect of over 55% in size
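Growth rescue measured by 600 nm absorbance after 48 h yeast culture at 30 C with compound. Values normalized between DMSO and an equimolar ferric chloride plus clioquinol control.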
Numbers without * were called inactive; i = inactive; ? = inconclusive; . = no result given; & = joins results of further samples; [ ] = dose if it differs, or a comment. Unless noted, calls follow the shape of the dose curve; as a rule, active = well fitted curve in the direction sought with a large enough effect; inconclusive = small, poorly fitted or top-dose-only effect, or another doubt; inactive = no such curve, though single readings can be large; an effect the other way counts as inactive or inconclusive.

No. | Structure | HEK293 tox | PTHR1 ag | FUS suppressor | TDP43 rescue | Akt phos inh | Mm-Cpn inhibitor | aSyn rescue | GLP-1R inv ag | Abeta yeast res
1 | COC(=O)c1cc(NC(C)=O)ccc1N1CCOCC1 | 3% | i | -4% | -7%[0.397 µM] | i | 3% | 1% | 41%[activator] | 2%
2 | COc1cccc(CNC(=O)CCC2CCCN(C(=O)CCC(F)(F)F)C2)c1 (stereo not given) | -2% | i | -16% | -11% | i | 0% | -2% | 3% | -24%
3 | O=C(Cc1ccc(F)cc1)Nc1nc(-c2ccc(F)cc2)cs1 | -5% | -19% | -4% | 14% | i | 0% | ? | -31% | 0%
4 | O=C(O)c1cccc(NC(=O)c2cccc(S(=O)(=O)Nc3cccc(C(=O)O)c3)c2)c1 | -5% | i | 5% | -2% | . | . | . | 9% | -10%
5 | O=C(NCCC1=CCCCC1)c1ccc2c(c1)N(Cc1ccc(Cl)cc1)C(=O)c1ccccc1S2(=O)=O | -9% | -6% | 37% | 3% | . | . | . | ? | -4%
6 | COc1cccc(OC)c1C(=O)Nc1ccc([N+](=O)[O-])cn1 | 1% | -22% | . | 7% | i | 1% | 0% | 17% | 19%
7 | O=C(COC(=O)CNC(=O)c1ccccc1F)NCC(F)(F)F | 9% | i | -8% | -4% | i | 2% | 0% | -6% | -16%
8 | COc1cc(CN2CCCCCC2)cc(OC)c1OC | 13% | i | 5% | -24% | i | -3% | -6% | -14% | -6%
9 | O=C(Nc1ccc(C(F)(F)F)cn1)Nc1cccs1 | 1% | i | 13% | 24% | i | 3% | 6% | 5% | -4%
10 | O=C(CCC(=O)N1CCSc2ccccc21)Nc1cccc(F)c1 | 2% | -40%[inhibitor] | 3% | 17% | i | 0% | 1% | -33% | 3%
11 | ON=Cc1cccn1-c1ccccc1 | -21% | i | -17% | -2% | i | 0% | -6% | 4% | 3%
12 | O=C(Nc1ccccn1)C1CCN(C(=O)Nc2ccccc2)CC1 | -8% | 2% | 16% | 0% | i | -1% | 0% | -21% | 6%
13 | Cc1cnc(CN(C)Cc2c(C(=O)N3CCCCCCC3)nc3ccc(Cl)cn23)[nH]1 | 13% | i | . | -16% | i | 1% | -1% | -24% | -2%
14 | O=C(COC(=O)/C=C/c1ccccc1)NCC1CCCO1 (stereo not given) | 0%[7.66 µM] | i | 5% | -6% | i | 1% | -9% | -29%[7.66 µM] | 4%
15 | C/C(N)=C(/C#N)C(=O)CSc1nc2cc(Cl)ccc2c(=O)n1Cc1ccco1 | -2%[0.307 µM] | -4% | 23% | -12% | i | -16% | -1% | 4%[0.307 µM] | 7%
16 | COc1cc(/C=N/N2CCN(Cc3ccccc3)CC2)cc(OC)c1OC(C)=O | -6% | i | -5% | -16% | i | 0% | -7% | 34% | 11%
17 | CCCCN(C1CCS(=O)(=O)C1)S(=O)(=O)c1cccs1 (stereo not given) | 0% | i | -7% | -2% | i | -1% | 1% | 1% | 4%
18 | CC(C)Oc1ccc(C(=O)O)cc1 | -13% | i | 10% | 13µM* | i | 1% | 1% | -12% | -10%
19 | COC(=O)c1ccccc1NC(=O)CSc1nncn1C | -2% | i | -22% | -6% | i | 1% | -4% | 10% | -20%
20 | CCOc1ccc(-c2nonc2NC(=O)COc2ccc(C)c(C)c2)cc1OCC | -31% | -19% | 5% | -2% | . | . | . | 4% | -16%
21 | COc1cccc(NC(=O)CSc2nc(=O)n(Cc3ccncc3)c3c2CCC3)c1 | 0% | -5% | 7% | ? | . | . | . | 14% | -14%
22 | O=C(Nc1cccc(C(=O)OCc2cc(=O)n3c4c(sc3n2)CCCC4)c1)c1ccc(Cl)cc1 | -4% | -7% | ? | 1% | . | . | . | ? | -29%
23 | CCCC[C@H]1COCCS(=O)(=O)N1Cc1cccc(Cl)c1 | -16% | -47%[inhibitor] | 30% | 13µM* | i | -1% | 10% | ? | 0%
24 | Cc1cc(C(=O)CSc2nc3ccccc3[nH]2)c(C)n1Cc1ccco1 | 20% | -29% | . | 8% | i | -1% | 8% | ? | 13%
25 | O=C(NCc1ccco1)c1ccc(Cn2c(=O)c3sccc3n(Cc3cccc(F)c3)c2=O)cc1 | 12% | -3% | 38% | 24% | i | -16% | 5% | -13% | ?
26 | Cn1cnc2cc(NCc3cccs3)ccc21 | 16% | i | 19% | 5% | i | 1% | 2% | 16% | -3%
27 | CCC/C(O)=C1\C(=O)CC(C)(C)CC1=Nc1ccccc1O | -3% | -29% | 5% | 3% | i | -4% | 15% | ? | -7%
28 | CC(C)OP(=O)(c1ccc(N(C)C)cc1)C(Nc1ccccc1)c1ccccc1 (stereo not given) | 5% | -14% | ? | -29% | i | -1% | 12% | ? | -26%
29 | COc1cc(CNCc2cccs2)ccc1OCC(N)=O | -8% | -19%[57.5 µM] | -4% | -6% | i | 1% | 1% | 8% | 8%
30 | CCOC(=O)N1CCC(N(CCN(C)C)C(=S)Nc2cc(Cl)ccc2C)CC1 | ? | -11% | 19% | 0% | i | -7% | -2% | 5.6µM* | -16%
31 | O=C(CCCn1c(=O)c2ccccc2n(CC(=O)Nc2ccc(F)cc2F)c1=O)NCc1ccccc1Cl | 5% | -42%[inhibitor] | ? | 3% | . | . | . | 8% | -7%
32 | CC12CCC(C(=O)Nc3ccccc3Br)(C/C1=N\O)C2(C)C (stereo not given) | -16% | -11% | . | ? | i | -1% | 6% | ? | -20%
33 | CCN(CC)c1ccc(/C=C2\C(=O)c3ccc(C(=O)O)cc3C2=O)cc1 | 2% | -4% | -3% | 12% | i | -12% | -4% | 8% | 9%
34 | O=C(NC1CCCCCC1)c1ccc(Br)o1 | -13% | -62%[inhibitor] | 20% | -2% | i | 3% | 1% | ? | -2%
35 | CCOC(=O)C1=C(c2ccccc2)Nc2ncnn2C1c1cc(OC)ccc1OC (stereo not given) | -3% | i | 6% | -12% | i | -2% | 0% | 0% | 4%
36 | CCn1nc(-c2ccccc2)c(-c2ccccc2)c(C(=O)Nc2ccccc2C#N)c1=O | -5% | -5% | 33% | 9% | . | . | . | -11% | -2%
37 | Nc1ccccc1SC(CC(=O)c1ccccc1)c1cccc([N+](=O)[O-])c1 (stereo not given) | -24% | -41%[inhibitor] | -12% | 25µM* | i | . | 19% | -19% | -73%[inhibitor]
38 | O=C1CCCN2N=C(SCC(=O)Nc3ccc(F)cc3F)SC2=N1 | -2% | -5% | 13% | 2% | i | 1% | 3% | -8% | 25%
39 | COc1ccccc1CN1C(=O)CN(C2CCCCCC2)C(=O)C1c1ccc(F)cc1 (stereo not given) | 0%&-15% | 0% | 41%&36% | -29%&-33% | i | 1% | 10% | ? | -9%&-2%
40 | O=S(=O)(c1ccccc1)c1nc(-c2ccccc2)oc1N1CCOCC1 | -12% | -40%[inhibitor] | -39% | -7% | i | 1% | 3% | 3% | 4%
41 | S=C(NCc1ccccc1)N1CCN(Cc2ccc3c(c2)OCO3)CC1 | 6% | -14% | 13% | -9% | i | 2% | -1% | -34% | -7%
42 | CC(C)OCCCNC(=O)c1cc2c(=O)n(C)c3ccccc3c2n1C | 9% | -6% | 6% | 22% | i | -1% | -3% | 9% | -11%
43 | COc1ccc2[nH]cc(CCNC(=O)C3CC(=O)N(c4ccc(Cl)cc4)C3)c2c1 (stereo not given) | -4% | i | 57% | -1% | i | -2% | 1% | ? | -6%
44 | O=C(N[C@@H](Cc1ccccc1)c1nc2ccccc2[nH]1)c1cc([N+](=O)[O-])ccc1Cl | -8% | -19% | -21% | 2% | i | -4% | 2% | 0% | 0%
45 | CCCC(=O)N1CCN(c2ccc(NC(=O)c3cccs3)cc2)CC1 | 0%[0.307 µM] | -8% | 24% | 7% | i | -1% | 0% | 5%[0.307 µM] | 7%
46 | CC(NC(=O)CN1C(=O)NC2(CCc3ccccc32)C1=O)c1ccccc1 (stereo not given) | 5% | i | 29% | 0% | i | -1% | -3%[1.84 µM] | 3% | 4%
47 | CC(NC(=O)c1cccs1)C1CCCO1 (stereo not given) | -2% | i | -4% | 14% | i | -1% | 2% | 9% | 0%
48 | CSc1ccc(C2Nc3cccc4cccc(c34)N2)cc1 | -21% | -19% | -7% | 23% | i | 1% | -10% | 10% | -10%
49 | CC(C)C(=O)Nc1nnc(CCc2ccccc2)s1 | -1% | -22% | -5% | 28% | i | 1% | 1% | -7% | 10%
50 | Cc1ccc(S(=O)(=O)N/N=C/c2cccc3nccnc23)cc1 | ? | i | -23% | 3% | i | -8% | -4% | -26% | ?
51 | CC(OC(=O)c1ccc2c(c1)OCCO2)C(=O)NC1CCCCC1C (stereo not given) | -14% | -17% | -14% | 20% | i | 0% | 1% | -16% | 4%
52 | NC(=O)c1cccnc1Oc1ccccc1 | 13% | i | -19% | -25% | i | -2% | -1% | 16% | -7%
53 | Cc1ccc(S(=O)(=O)n2c(N)nc3ccccc32)cc1 | -25% | i | 3% | 12% | i | 0% | 2% | ? | 23%
54 | COc1ccc(NC(=O)c2cccc(Cn3cc(Br)cn3)c2)cn1 | -23% | i | 23% | 9% | . | 2% | 2% | -18% | 12%
55 | CCCCCn1c(CN2CCN(C(=O)OCC)CC2)nc2c1c(=O)n(C)c(=O)n2C | -5% | i | -12% | -19% | i | . | 17% | -8% | 4%

These rows are one share of the data, so the mix of outcomes need not match the whole.
